Assay outcomes from PubChem.
MITF TRPM1 HTS – MITF TRPM1 promoter activation in melanoma cells | SK-MEL-5 TRPM1-promoter luciferase, 24 h; % of positive control, neutral wells = 0 | 300,000 compounds, 0.75% hits | activation, % at 12.5 µM | AID 588334;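 active = mean activation of at least 80% with every replicate also reaching 80%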;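 note: 0% = neutral control wells and 100% = parthenolide positive control wells; values of inactives mirror those of a sister screen read the other way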
SR-BI DiI inh – inhibitors of mouse SR-BI mediated HDL lipid uptake. inhibition, % at 12.5 µM. ldlA[mSR-BI] CHO cells, DiI-HDL uptake fluorescence, 3 h. 320,000 compounds, 0.96% hits;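 active = mean replicate inhibition of at least 70% and a set share of replicates each scoring 70 or more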;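 note: 0% = median of neutral control wells and 100% = median of positive control wells; values of inactives mirror those of a sister screen read the other way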
SR-BI uptake up – enhances SR-BI lipid uptake from DiI-HDL. CHO ldlA[mSR-BI] cells, DiI-HDL uptake fluorescence, 3 h; 100 = double the neutral-control signal. activation, % at 12.5 µM. 320,000 compounds, 0.096% hits. AID 504775;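 active = mean replicate activation of at least 60% and every replicate at or above 60%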;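 note: 0% = median plate neutral-control signal and 100% = twice that signal; values of inactives mirror those of a sister screen read the other way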
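Assay system: LDL receptor-deficient CHO ldlA cells overexpressing murine SR-BI / Medium: BSA-supplemented, HEPES-buffered Ham's F12, pH 7.4 / Probe or stimulus: DiI-labelled HDL at 10 µg/mL final / Timing: compound with DiI-HDL co-incubation, 3 h at 37 °C / Technique: bottom-read cell fluorescence after medium removal, ex 550/em 595 nm / Measure: HDL uptake via cellular fluorescence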
PfHsp90 yeast 2 – growth inhibition of yeast expressing Plasmodium Hsp90; S. cerevisiae expressing PfHsp90, BacTiter-Glo ATP, 48 h; yeast lacking PDR1 and PDR3 efflux regulators; inhibition, % at 9.4 µM; 310,000 compounds, 0.32% hits; AID 504621;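 active = every replicate shows inhibition above about 80%, whatever the replicate mean, limit read from the data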;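 note: 0% = DMSO neutral controls and 100% = 20 µM radicicol positive controls; yeast relying on Plasmodium falciparum Hsp90 in place of its own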
PvdQ inh – blocks Pseudomonas aeruginosa PvdQ acylase activity; purified PvdQ acylase, fluorescence plate reader; inhibition, % at 10 µM; 340,000 compounds, 0.063% hits; AID 488965; in the data active = inhibition above about 30%, passing the limit was not always enough;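 note: 0% = vehicle neutral wells and 100% = reference inhibitor wells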
dFosB act – enhances mouse delta FosB homodimer DNA binding. P13346. purified delta FosB, TAMRA-CDK5 oligo fluorescence polarization; percent of positive-control signal above neutral wells. activation, % at 25 µM. 340,000 compounds, 0.99% hits. AID 493131;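 active = mean activation above about 17%, with every replicate also reaching it, limit read from the data, passing the limit was not always enough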;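 note: fluorescence polarization rise as delta FosB binds a TAMRA Cdk5 AP-1 oligo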
CAL PDZ FP-1 – human CAL PDZ-peptide interaction inhibition. inhibition, % at 20 µM. AID 504414. Q9HD26. purified CAL PDZ, TMR-peptide fluorescence polarization, 1 h. 330,000 compounds, 0.02% hits;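 active = highest replicate inhibition of at least 40%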;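 note: plate controls were DMSO neutral control wells for no effect and unlabeled competitor peptide control wells for full effect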
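material = purified tagged CAL PDZ domain construct (CerCALP) | compound dosing = 20 µM, one dose | times = 1 h at RT | measured by = fluorescence polarization from S- and P-plane intensities, G-factor corrected | read-out = inhibition from polarization loss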
CAL PDZ FP-2 – inhibitors of human CAL PDZ peptide binding. Q9HD26. purified CAL PDZ, TMR-peptide fluorescence polarization, 1 h. inhibition, % at 24.9 µM. 300,000 compounds, 0.92% hits. AID 602252;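 active = mean inhibition of at least 30% with at least half of replicates also reaching 30%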;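 note: 0% = DMSO neutral control and 100% = excess unlabeled competitor peptide PRC23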
NSD2 inh – NSD2 (human) methyltransferase inhibition. O96028. NSD2 peptide methylation, AlphaScreen, 120 min. inhibition, % at 12.5 µM. 310,000 compounds, 0.54% hits; in the data active = inhibition above about 50%
Target sequence (O96028 whole entry, looked up): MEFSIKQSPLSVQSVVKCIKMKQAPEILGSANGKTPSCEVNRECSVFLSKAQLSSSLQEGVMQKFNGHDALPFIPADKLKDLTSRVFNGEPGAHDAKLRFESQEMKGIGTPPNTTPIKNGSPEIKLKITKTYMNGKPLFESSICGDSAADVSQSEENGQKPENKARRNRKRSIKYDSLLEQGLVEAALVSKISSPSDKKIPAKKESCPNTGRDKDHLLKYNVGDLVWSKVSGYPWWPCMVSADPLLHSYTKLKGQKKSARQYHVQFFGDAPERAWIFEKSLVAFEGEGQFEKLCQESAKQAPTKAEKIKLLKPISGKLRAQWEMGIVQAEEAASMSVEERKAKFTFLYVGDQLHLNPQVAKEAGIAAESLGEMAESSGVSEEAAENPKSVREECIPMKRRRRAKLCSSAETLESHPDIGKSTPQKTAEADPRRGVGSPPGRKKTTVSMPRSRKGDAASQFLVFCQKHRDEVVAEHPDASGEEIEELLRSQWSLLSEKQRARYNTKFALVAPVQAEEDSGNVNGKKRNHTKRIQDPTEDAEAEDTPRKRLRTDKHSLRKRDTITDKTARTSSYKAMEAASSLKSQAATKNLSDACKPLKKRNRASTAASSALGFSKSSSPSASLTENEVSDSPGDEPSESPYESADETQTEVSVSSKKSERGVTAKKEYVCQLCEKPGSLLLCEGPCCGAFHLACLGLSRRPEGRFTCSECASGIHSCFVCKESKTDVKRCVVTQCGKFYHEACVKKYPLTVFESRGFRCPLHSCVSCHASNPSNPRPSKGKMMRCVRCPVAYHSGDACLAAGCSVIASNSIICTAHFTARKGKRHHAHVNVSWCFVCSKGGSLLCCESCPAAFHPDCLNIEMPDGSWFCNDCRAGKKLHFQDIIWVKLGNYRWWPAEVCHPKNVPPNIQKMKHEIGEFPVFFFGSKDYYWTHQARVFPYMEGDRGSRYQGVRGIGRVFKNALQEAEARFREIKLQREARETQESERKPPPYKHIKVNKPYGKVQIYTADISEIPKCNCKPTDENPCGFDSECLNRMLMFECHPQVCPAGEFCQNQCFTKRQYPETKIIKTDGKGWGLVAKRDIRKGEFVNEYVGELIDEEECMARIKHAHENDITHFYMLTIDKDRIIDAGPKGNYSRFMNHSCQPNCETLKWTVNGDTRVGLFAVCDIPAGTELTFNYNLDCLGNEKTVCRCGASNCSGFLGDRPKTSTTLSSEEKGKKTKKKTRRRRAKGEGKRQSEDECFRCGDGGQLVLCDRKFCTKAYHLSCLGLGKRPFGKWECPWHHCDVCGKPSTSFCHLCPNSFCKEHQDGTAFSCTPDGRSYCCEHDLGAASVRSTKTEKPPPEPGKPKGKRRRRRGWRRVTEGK
Rtt109 Vps75 – C. albicans Rtt109 histone acetyltransferase inhibition; Q5AAJ8; inhibition, % at 34.9 µM; 330,000 compounds, 0.16% hits; purified Rtt109/Vps75, ThioGlo CoA-SH fluorescence, 4 h;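 active = inhibition of at least 50% in every replicate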
* = called active by the depositor; . = not tested or not shown.

Below each compound – CAL PDZ FP-1	SR-BI DiI inh	PvdQ inh	Rtt109 Vps75	NSD2 inh	PfHsp90 yeast 2	MITF TRPM1 HTS	SR-BI uptake up	CAL PDZ FP-2	dFosB act
- CCOc1ccccc1NC(=O)C1CC(=O)n2ncnc2N1 (stereo unspecified)
 : -1.5	-4	-10	-2	-3	-11	6	4	.	0
- C=CC[C@H](CC(=O)N[C@H](CO)Cc1ccccc1)C(=O)N[C@H](COC(=O)[C@@H](CC=C)Cc1ccc(F)cc1)Cc1c[nH]c2ccccc12
 : -0.4	44	-1	-7	.	18	9	-44	-3	-2
- O=C(C1CCCN1C(=O)c1cccs1)N1CCN(Cc2ccc3c(c2)OCO3)CC1 (stereo unspecified)
 : -3.1	-21	-9	-11	-5	-1	-16	21	-7	-5
- O=C(Cn1c(-c2cscn2)nc2ccccc21)Nc1ccc2ccccc2c1
 : 0.0	-22	-1	2	-1	20	12	22	-3	7
- Cc1ccc(N2CCN(C(=O)C3CCCN(c4ncnc5c4nc4n5CCCCC4)C3)CC2)c(C)c1 (stereo unspecified)
 : -0.8	16	4	13	6	-25	-12	-16	.	-6
- Cc1ccsc1CN(C)C(=O)CN1C(=O)NC(c2ccccc2)(c2ccccc2)C1=O
 : -0.1	-23	-17	18	4	.	32	23	5	-7
- CC1CCCN(S(=O)(=O)c2ccc(C(=O)Nc3nnc(-c4ccncc4)o3)cc2)C1 (stereo unspecified)
 : 0.5	-15	-1	1	.	8	18	15	4	-3
- O=C(c1ccc(OC2CCN(Cc3cccc(OCCO)c3)CC2)cc1)N1CCCC1
 : -1.4	28	-13	-1	3	-2	9	-28	0	-4
- O=C(N/N=C/c1ccc([N+](=O)[O-])cc1)c1cccc(N2CCCC2=O)c1
 : -1.1	63	-13	1	0	0	-7	-63	-6	-2
- COc1ccc(Br)cc1S(=O)(=O)Nc1cccc(C)n1
 : -0.2	-7	-11	-6	-5	8	-10	7	1	2
- O=C(Cn1cnc([N+](=O)[O-])n1)N/N=C/c1ccc(O)cc1O
 : 0.0	3	-5	-3	-1	-10	8	-3	3	2
- COc1ccccc1CNS(=O)(=O)c1ccc2c(c1)N(C(C)=O)CC(C)S2 (stereo unspecified)
 : -0.6	-9	-1	0	4	-8	-7	9	-4	-10
- Cc1ccc(-c2cc(C(=O)Nc3ccc(S(=O)(=O)Nc4onc(C)c4C)cc3)[nH]n2)c(O)c1
 : -2.7	17	-12	-1	.	19	-1	-17	-8	6
- CC1CCCC(C(=O)O)N1C(=O)CCSSCCC(=O)N1C(C)CCCC1C(=O)O (stereo unspecified)
 : -1.2	-27	-12	-3	-2	.	.	27	0	7
- COc1ccc(N(CC(=O)N2CCN(Cc3ccccc3)CC2)S(C)(=O)=O)cc1Cl
 : -1.4	-6	1	9	23	3	-4	6	-3	-3
- CCN(CC)C(=O)OCc1c(-c2ccccc2)ncc2ccccc12
 : 0.9	-5	-1	2	.	10	102*	5	-2	2
- COc1ccccc1-n1nnnc1S(=O)(=O)Cc1ccc(Cl)cc1
 : -0.7	-12	-17	1	.	-27	.	12	95*	-1
- CC(C)CC(NC(=O)c1ccco1)C(=O)Nc1ccc2c(c1)OCCO2 (stereo unspecified)
 : 1.1	-22	4	5	.	-16	-8	22	.	-7
- CCn1ncc(Br)c1C(=O)Nc1cccc(F)c1
 : 23	8	-21	3	30	3	22	-8	33*	1
- O=c1[nH]c(Nc2ccccn2)cc2ccccc12
 : 0.6	-20	-9	-15	.	5	71	20	-1	-1
- CC(=O)c1ccc(S(=O)(=O)N(C)CC(=O)N2CCCCCC2)cc1
 : 0.4	-5	-10	3	-3	-6	6	5	-2	1
- CCN1CCN(C(=S)Nc2ccc(Cl)cc2)CC1
 : .	-13	-17	-8	-4	5	-1	13	-8	2
- Cc1cccc(C)c1NC(=O)COC(=O)c1nonc1N
 : 0.6	-5	-21	0	-4	-16	.	5	-2	-4
- C[N+](C)(C)C(Cc1ccccc1)C(=O)[O-] (stereo unspecified)
 : 0.2	-14	-4	2	.	7	-2	14	0	3
- CC(=O)Nc1ccc(N=NN2CCOCC2)cc1
 : -2.3	9	-5	10	-12	4	7	-9	-4	-4
- O=C(O)C1CCN(Cc2cccnc2)CC1
 : 0.4	-3	-6	2	-3	6	-10	3	-2	-3
- NCCCC(=O)N1c2ccccc2Sc2ccc(Cl)cc21
 : .	-24	-22	-5	3	6	8	24	-83	-4
- Cc1ccc(Cl)cc1N1CCN(CC(=O)NC2CCCc3ccccc32)CC1 (stereo unspecified)
 : -0.7	5	-14	-12	-2	37	-6	-5	-3	-13
- Cc1cc(C(=O)NC2CCCC2)c2ccccc2n1
 : -2.1	-7	7	8	0	-13	-2	7	-3	-4
- Cc1cccc(S(=O)(=O)c2c(N)n(-c3ccccc3)c3nc4ccccc4nc23)c1
 : 0.0	-6	-34	-2	-3	-33	-2	6	0	-19
- COc1cccc(C(=O)NCCS(=O)(=O)NC(C)CCc2ccccc2)c1 (stereo unspecified)
 : -1.6	3	0	8	-1	.	-8	-3	7	-10
- COc1ccc(Cl)cc1N(CC(=O)NC1CC1)S(=O)(=O)c1ccc(C)c([N+](=O)[O-])c1
 : -0.7	-11	-1	-6	0	-12	-2	11	.	-5
- CCCNC(=O)NC(=O)COc1ccc2oc3ccccc3c2c1
 : -1.8	-5	5	-6	-1	-8	.	5	.	-8
- Cc1cccc(N2CCN(C(=O)CNC(=O)c3cccc([N+](=O)[O-])c3)CC2)c1C
 : -1.6	49	6	-5	4	-1	-16	-49	1	-7
- O=C(CN1CCCCC1)Nc1ccc(N2CCCCCC2)cc1
 : 0.2	4	-13	3	18	3	11	-4	.	-7
- CC[C@@]1(C(=O)OC)N[C@H](CN(C)C(=O)Nc2ccc(C(F)(F)F)cc2)[C@@H]2C(=O)N(C)C(=O)[C@@H]21
 : 0.7	-7	-10	-6	.	0	8	7	0	-6
- Cc1ccc2oc(-c3ccco3)cc(=O)c2c1
 : -0.4	0	-6	-7	2	7	63	0	2	-33
- Cc1ccccc1C(OCC(O)CN1CCN(CCO)CC1)c1ccccc1 (stereo unspecified)
 : -1.4	-15	8	-11	1	-5	-3	15	-1	-9
- CC1(C)SC2C(C(=O)O)N=C(Cc3ccccc3)N2C1C(=O)O (stereo unspecified)
 : 0.6	0	-14	12	-1	.	-14	0	0	0
- Oc1ccccc1C1OCC2(CO1)COC(c1ccccc1O)OC2 (stereo unspecified)
 : -0.4	-36	-16	-10	21	12	17	36	.	5

4 entries out of the list above, arranged by their value in SR-BI DiI inh, falling:
SMILES	SR-BI DiI inh
COc1cccc(C(=O)NCCS(=O)(=O)NC(C)CCc2ccccc2)c1 (stereo unspecified)	3
Cc1ccc2oc(-c3ccco3)cc(=O)c2c1	0
CCCNC(=O)NC(=O)COc1ccc2oc3ccccc3c2c1	-5
Oc1ccccc1C1OCC2(CO1)COC(c1ccccc1O)OC2 (stereo unspecified)	-36

(further entries)
Below each compound – CAL PDZ FP-1	SR-BI DiI inh	PvdQ inh	Rtt109 Vps75	NSD2 inh	PfHsp90 yeast 2	MITF TRPM1 HTS	SR-BI uptake up	CAL PDZ FP-2	dFosB act
- Cc1cccc2c1NC(=O)C21OCC(CO)([N+](=O)[O-])CO1 (stereo unspecified)
 : -0.1	-16	2	5	-1	-9	-13	16	6	0
- CCOc1ccc(N2CSC(=S)N(c3ccc(OCC)cc3)C2)cc1
 : -0.9	5	-12	2	1	-8	.	-5	3	7
- CC(=NNC(=O)CCC(=O)Nc1ccccc1Cl)c1ccco1
 : 0.3	6	-19	-5	0	-20	2	-6	-3	10
- Nc1nc2ccccc2n1/N=C/c1ccc([N+](=O)[O-])s1
 : 2.2	12	6	0	-1	9	-66	-12	1	5
- Cc1ccc(S(=O)(=O)N2CCCC2C(=O)OCc2nc3sc(C)c(C)c3c(=O)[nH]2)cc1 (stereo unspecified)
 : -1.1	-18	-6	-16	-2	2	-8	18	-1	-1
- Cc1c(-c2ccc(Br)cc2)nc2ccccn12
 : -1.7	18	-4	3	5	18	42	-18	1	-7
- CC(OC(=O)C1CC1C)C(=O)Nc1ncc(Cl)cc1Cl (stereo unspecified)
 : -1.0	-35	-13	-3	1	.	2	35	-3	-6
- COc1cc(-c2noc(-c3ccco3)n2)cc(OC)c1OC
 : -1.5	41	-15	-2	4	-108	32	-41	-5	-12
- COc1cc(/C=C2/CCc3ccccc3C2=O)cc(OC)c1OC
 : -1.8	17	15	3	9	1	1	-17	-5	-4
- CCOC(=O)c1sc2nc(NC(=O)COc3ccccc3)sc2c1C
 : 0.6	-14	-6	-7	.	3	-6	14	2	1

Looked up above:
COc1cc(/C=C2/CCc3ccccc3C2=O)cc(OC)c1OC | Rtt109 Vps75: 3
CCOC(=O)c1sc2nc(NC(=O)COc3ccccc3)sc2c1C | SR-BI DiI inh: -14

Additional structures:
Below each compound – CAL PDZ FP-1	SR-BI DiI inh	PvdQ inh	Rtt109 Vps75	NSD2 inh	PfHsp90 yeast 2	MITF TRPM1 HTS	SR-BI uptake up	CAL PDZ FP-2	dFosB act
- Cc1ccc(NS(=O)(=O)c2ccc(F)cc2)nc1
 : 0.2	15	-1	-9	-1	-7	-12	-15	.	1
- COc1ccc(CCC(=O)NCc2ccc3c(c2)OCO3)cc1
 : -2.6	.	9	2	2	1	8	.	1	4
- Cc1ccccc1NCC(=O)N/N=C/c1c(C)c(C(=O)c2ccc(Cl)cc2)n2ccccc12
 : -0.3	51	-9	7	0	9	12	-51	-2	1
- CCOCCCNC(=S)NNC(=O)CCn1nc(C)c(Br)c1C
 : 0.8	16	-8	6	-1	8	3	-16	.	-5
